Source: PubChem BioAssay (National Center for Advancing Translational Sciences (NCATS))
Coupling enz: coupling enzyme interference in Giardia aldolase counter-screen. coupling enzyme system counterscreen, AmpLite Red fluorescence. activity change, negative = inhibition, % at 58.2 µM, hits read low. 290,000 compounds, 0.67% hits. AID 2472; in the data active = activity change below about -30%; also: % is scaled to controls: 0 for no effect and ±100 for the full control effect
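Counterscreen lacking aldolase: glyceraldehyde-3-phosphate coupling-enzyme reagent preincubated 10 min at RT with compound (at 57.5 uM final), then substrate/coupling system with AmpLite Red added; fluorescence read at 525/598 nm after 20 min RT.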
Chronic BCR inh: chronic active BCR signaling inhibition; AID 493014; ABC-DLBCL IkBa-CBG/CBR reporter, luminescence ratio, 4 h; 340,000 compounds, 0.05% hits; Potency, µM (doses to about 46.1 µM), for inactives: top-dose ratio change, negative = lower green/red ratio, actives largely listed as inhibitors; active = well fitted inhibition curve with a large enough effect in the signal ratio, with a control signal flat, not every such curve was filed as active; inconclusive = small, poorly fitted or top-dose-only effect, or effect the other way, or a change in a side signal; the % refers to the signal ratio;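 also: potency is read from the fitted curve at half-maximal effect; plate controls were basal doxycycline-induced cells for no effect and cells given 10 µM MG132 for full effect; MG132 reads +100%, hits lower the ratio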
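Doxycycline induced both beetle luciferases in TMD8 lymphoma cells; IKK-driven degradation limits the IkappaBalpha-fused green signal, while red luminescence normalises for cell number and nonspecific effects. Compounds tested up to 46 uM, 4 hrs.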
B2AR arrestin: recruits beta-arrestin to the human beta2-adrenergic receptor; 330,000 compounds, 0.02% hits; P07550; Potency, µM (doses to about 46.1 µM), for the others: at the highest dose activation, most hits filed as activators; beta-arrestin recruitment to beta2AR, cell-based reporter;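 also: potency is read from the fitted curve at half-maximal effect; 0% = DMSO controls and full agonism = EC100 isoproterenol or metaproterenol; nearly all actives have a fitted effect of over 65% in size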
GALK inhibitor: blocks human galactokinase activity. P51570. Purified GALK, Kinase-Glo residual ATP luminescence. Potency, µM (top dose mostly 57.5 µM), for inactives: at the top dose activity change, negative = inhibition, usual class: inhibitors. 270,000 compounds, 0.007% hits. AID 1868; also: potency is read from the fitted curve at half-maximal effect; % is scaled to controls: 0 for no effect and ±100 for the full control effect
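ATP-depletion format; final 35 uM ATP, 100 uM D-galactose, 5 nM enzyme; pH 8.0 HEPES/Mg2+ buffer; 60 min RT; luminescence read 10 min after detection reagent.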
Integrin act MD: activators of alpha7 integrin expression for muscular dystrophy; alpha7betagal myoblasts, beta-gal FDG fluorescence, 48 h; Potency, µM (highest dose often 38.3 µM), for inactives: at the highest dose activation, hits mostly activators; 350,000 compounds, 0.064% hits;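 also: potency is read from the fitted curve at half-maximal effect; 100% = response of the positive control SU9516; nearly all actives have a fitted effect of over 60% in size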
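Alpha7betagal+/- myoblasts (passage 13) were plated 16-24 hr, then exposed to compounds (1:260 dilution of DMSO stock) for 48 hours at 37C. After MPER lysis, β-galactosidase reporter activity was read as FDG fluorescence (ex 480/em 540) after 30 minutes.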
PKM2 act: PKM2 (human) enzyme activation; AID 1631; 260,000 compounds, 0.34% hits; Potency, µM (series often up to 57.5 µM), for inactives: at the top dose activation, usual class: activators; P14618; purified PKM2, Kinase-Glo ATP luminescence, activation; response scale: 0% is enzyme alone, no compound; also: potency is read from the fitted curve at half-maximal effect; % is scaled to controls: 0 for no effect and ±100 for the full control effect; nearly all actives have a fitted effect of over 55% in size
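Kinase-Glo luminescence reports ATP generated from ADP (0.1 mM) and PEP (0.5 mM) by purified hPK-M2 after 1 h at room temperature, pH 7.2 imidazole buffer; intermediate enzyme activity allows detecting inhibitors and activators.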
Menin-MLL TR inh: menin-MLL binding inhibition, Texas Red mutant peptide | O00255 | Menin + Texas Red MLL mutant peptide, fluorescence polarization | Potency, µM (titrated, usually from 61.6 µM), without a hit: at the highest dose FP activity change, negative = inhibition, usual class: inhibitors | AID 1768 | 270,000 compounds, 0.23% hits; active = well fitted inhibition curve with a large enough effect in the polarisation, with a control signal flat, not every such curve was filed as active; inconclusive = small, poorly fitted or top-dose-only effect, or effect the other way, or a change in a side signal; inactive = no such curve, though single readings can be large or run the other way; the % refers to the polarisation; also: potency is read from the fitted curve at half-maximal effect; % of control where 0% means no effect; many of its hits are not listed in these tables
S-ASM inh: human S-ASM enzyme inhibition; P17405; placental ASM, HMU-PC fluorogenic substrate, 60 min; Potency, µM (titrated, usually from 57.5 µM), for inactives: at the highest dose activity change, negative = inhibition, usual class: inhibitors; 340,000 compounds, 0.006% hits; AID 504937; also: potency is read from the fitted curve at half-maximal effect
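qHTS format. ASM enzyme prepared from human placenta hydrolyses the fluorogenic substrate HMU-PC0 (9 uM final) over 60 min at 37 °C after a 10 min compound preincubation.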
Tb PFK block: blocks T. brucei phosphofructokinase; O15648; T. brucei PFK, ADP-Glo luminescence; Potency, µM (doses to about 57.5 µM), for the others: top-dose activity, negative = inhibition, usual class: inhibitors; 330,000 compounds, 0.17% hits; AID 485367;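 also: potency is read from the fitted curve at half-maximal effect; 0% = uninhibited 1x PFK enzyme wells and -100% = no-enzyme wells; nearly all actives have a fitted effect of over 60% in size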
Target sequence (O15648 whole entry, looked up): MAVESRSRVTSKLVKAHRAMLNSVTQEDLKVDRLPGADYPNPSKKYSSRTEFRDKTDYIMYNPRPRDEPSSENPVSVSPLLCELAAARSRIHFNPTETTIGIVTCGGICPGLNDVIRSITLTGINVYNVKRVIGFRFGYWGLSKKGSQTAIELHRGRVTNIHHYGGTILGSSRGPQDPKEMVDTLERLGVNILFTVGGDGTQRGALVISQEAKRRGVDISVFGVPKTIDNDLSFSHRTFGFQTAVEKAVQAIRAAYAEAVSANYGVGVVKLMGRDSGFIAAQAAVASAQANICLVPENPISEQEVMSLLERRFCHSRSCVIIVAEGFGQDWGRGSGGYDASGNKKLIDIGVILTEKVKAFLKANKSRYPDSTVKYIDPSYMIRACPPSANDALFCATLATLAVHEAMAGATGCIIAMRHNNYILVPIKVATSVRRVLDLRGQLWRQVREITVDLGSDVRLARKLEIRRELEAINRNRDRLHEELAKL
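Luminescent ADP detection (ADP-Glo, two-step: ATP depletion then ADP-to-ATP conversion for luciferase) reported PFK activity after 45 min room-temperature reaction of 1.25 nM enzyme with 0.5 mM F6P and 0.1 mM ATP at pH 8.0.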
PTAP TSG101 blk: blocks PTAP/TSG101 interaction to inhibit HIV-1 budding; Potency, µM (series often up to 115 µM), for the others: at the top dose activity change, negative = inhibition, hits mostly inhibitors; 340,000 tested, under 10 active; Q99816; Fluorescence polarization, FITC-PTAP peptide / Tsg101 binding; active = well fitted inhibition curve with a large enough effect in the main read-out, with a control signal flat, not every such curve was filed as active; inconclusive = small, poorly fitted or top-dose-only effect, or effect the other way, or a change in a side signal; inactive = no such curve, though single readings can be large or run the other way; also: potency is read from the fitted curve at half-maximal effect; % of control where 0% means no effect
Target sequence (Q99816 whole entry, looked up): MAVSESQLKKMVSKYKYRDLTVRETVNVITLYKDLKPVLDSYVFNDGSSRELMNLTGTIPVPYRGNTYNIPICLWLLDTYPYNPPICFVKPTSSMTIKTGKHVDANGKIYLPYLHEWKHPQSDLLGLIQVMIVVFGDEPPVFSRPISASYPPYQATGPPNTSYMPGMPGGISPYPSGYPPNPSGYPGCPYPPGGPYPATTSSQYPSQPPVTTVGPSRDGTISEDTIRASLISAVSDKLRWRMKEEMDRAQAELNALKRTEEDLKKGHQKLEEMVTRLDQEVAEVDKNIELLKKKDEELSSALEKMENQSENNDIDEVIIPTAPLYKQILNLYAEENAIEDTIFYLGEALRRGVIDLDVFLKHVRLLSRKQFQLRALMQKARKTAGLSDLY
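Steps: Tsg101 binding domain dispensed (10 uM final), compounds pinned in DMSO, FITC-labeled PTAP-motif peptide added (50 nM final); after 20 min binding at room temperature, polarization measured.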
Giardia killer: Giardia lamblia killing; Giardia lamblia trophozoite viability; activity change, % at 7.66 µM, hits read low; 340,000 compounds, 0.15% hits; AID 540267; in the data active = activity change below about -80%; inconclusive = between about -30% and that limit;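 also: parasites exposed to compound for two days anaerobically before the ATP read; % is scaled to controls: 0 for no effect and ±100 for the full control effect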
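Media and compound were dispensed first, then trophozoites at 100 cells/well; plates sat 48 hrs at 37 deg C without oxygen before ATP luminescence reagent was added and read after 15-30 min at room temperature.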
Active calls of the source: *; ? = inconclusive; nt = not tested or not shown; & = joins results of further samples; [ ] = remark or other dose. Unless noted, calls follow the shape of the dose curve; as a rule, active = well fitted curve in the direction sought with a large enough effect; inconclusive = small, poorly fitted or top-dose-only effect, or another doubt; inactive = no such curve, though single readings can be large; an effect the other way counts as inactive or inconclusive. Some of the compounds tested; the hit share may differ from the screen's.

SMILES | Coupling enz | Chronic BCR inh | B2AR arrestin | GALK inhibitor | Integrin act MD | PKM2 act | Menin-MLL TR inh | S-ASM inh | Tb PFK block | PTAP TSG101 blk | Giardia killer
COc1ccc(OC)c(/C(O)=C/C(=O)C(=O)Nc2cc(C)ccc2OC)c1 | 2.5 | 0.8% | -0.4% | 0.4% | 4.3% | 0.4% | ? | -1.3% | 4.6% | 1.2% | -0.4
CCOC(=O)c1sc(NC(=O)C(OC(C)=O)c2ccccc2)nc1C (centres undefined) | 3.6 | 2.8% | 1.6% | -0.2% | 6.6% | 4.9% | -7.5% | -0.4% | -7.0% | 0.8% | -5.9
COc1ccc(/C=N/NC(=O)c2cc(C(C)(C)C)[nH]n2)cc1COc1ccc(F)cc1F | -0.1 | 0.0% | 0.2% | 3.9% | 15.1% | 0.8% | -8.1% | -11.4% | -3.4% | -6.9% | -1.2
CC(=O)N1CC=CC1(CC(C)C)C(=O)NCCN1CCOCC1 (centres undefined) | 2.0 | -1.7% | -0.6% | nt | 31.8% | 1.3% | 7.7% | 4.8% | -3.7% | -3.0% | 2.3
N/C(=N\OC(=O)CC(c1ccccc1)c1ccccc1)c1cccnc1 | 3.4 | -14.3% | -0.6% | -2.2% | ? | 1.1% | -9.2% | 2.8% | 1.8% | -0.7% | 4.8
O=C(COC(=O)CNC(=O)C12CC3CC(CC(C3)C1)C2)Nc1ccccc1 | 4.2 | nt | nt | -1.0% | -5.6% | -2.3% | -1.3% | 0.6% | nt | -2.2% | 7.5
COc1ccc(NC(=O)COc2ccccc2)c(OC)c1 | -0.4 | ? | -0.3% | 1.9% | -13.9% | -6.4% | 9.9% | -2.7% | 12.4% | 0.8% | 3.2
O=C(COC(=O)CC1CC2CCC1C2)Nc1cc([N+](=O)[O-])ccc1F (centres undefined) | 0.0 | -7.2% | -0.1% | 11.1% | 23.2% | -0.2% | -4.0% | -5.1% | -11.7% | -2.0% | 19.2
COc1ccc(Cl)cc1NC(=O)NC(C)C(C)(C)C (centres undefined) | -11.2 | 4.2% | -0.3% | -1.0% | 15.4% | 6.6% | 31.8%[activator] | -1.4% | 0.9% | -0.4% | 11.4
N/C(=N\OC(=O)c1cccc(Cl)c1)c1ccncc1 | 0.6 | ? | 0.0% | 0.8% | -40.1% | -5.8% | 0.3% | -1.9% | 0.6% | -5.3% | -8.7
Cc1ccc(C(=O)N2CCN(c3ccc(NC(=O)c4ccc(Br)o4)cc3)CC2)cc1 | 1.2 | ? | 0.2% | -1.4% | -17.4% | -3.9% | nt | -4.3% | 3.4% | -4.5% | -2.4
Cc1ccc(S(=O)(=O)Nc2ccc(S(=O)(=O)Nc3cc(C)nc(C)n3)cc2)cc1 | 7.0 | ? | 0.9% | -2.1% | 3.8% | 2.1% | 4.3% | -1.6% | 0.1% | -4.3% | 13.5
COc1ccc(S(=O)(=O)/C(C#N)=C/Nc2cccc(F)c2)cc1 | 1.0 | -0.8% | -1.7% | nt | -6.5% | nt | ? | 0.7% | -0.4% | -2.9% | -15.3
Cc1c(Cl)cccc1NC(=O)NNC(=O)CCc1ccccc1 | nt | 7.5% | 0.5% | -4.4% | 44.0% | -3.6% | nt | 6.1% | -11.5% | -5.6% | -11.1
CCOc1ccc(S(=O)(=O)NN2Cc3ccccc3C2=N)cc1 | -0.4 | -3.3% | 0.4% | 9.8% | 0.0% | 5.1% | -0.8% | 2.2% | -0.4% | -4.8% | 16.4
COc1ccc(OC(C)C(=O)NCc2cccnc2)cc1 (centres undefined) | 0.7 | 4.5% | -0.4% | -0.4% | -9.0% | -5.6% | -3.5% | 3.0% | -1.8% | -1.4% | 14.8
CC(=O)Oc1ccccc1-n1c(C)nc(=O)c(-c2ccccc2)c1C | 0.9 | -11.6% | 0.2% | -1.1% | 1.1% | -6.3% | nt | -1.8% | -12.8% | -3.5% | -1.1
CCOC(=O)C1CCN(c2c(Nc3ccc(C)c(C)c3)c(=O)c2=O)CC1 | 2.6 | 2.7% | -0.3% | nt | -19.6% | -5.6% | nt | -2.7% | -2.8% | -0.4% | -23.2
COc1ccccc1CNC(=S)NCCc1ccccc1 | 0.4 | -0.8% | -1.4% | 1.1% | -8.9% | -2.5% | 14.2% | 1.6% | -8.9% | 0.0% | -12.3
CCN1/C(=C2\C(=O)N(C)C(=S)N2C)C=Cc2ccccc21 | -7.7 | ? | -0.4% | 9.0% | 3.2% | -20.0% | -1.2% | -0.9% | -14.7% | 0.4% | 22.2
O=C(COc1ccccc1)NCc1nnc(SCC(=O)Nc2nccs2)n1-c1ccccc1 | 0.1 | 12.0% | -0.5% | 1.4% | -18.8% | -7.3% | -5.5% | -1.6% | 0.8% | -4.1% | 2.8
NC(=S)NC1CC2CC1C1C=CCC21 (centres undefined) | 3.7 | ? | -0.6% | 0.9% | -12.6% | -4.2% | nt | 6.0% | -0.6% | 1.0% | 10.9
O=C(Cn1cnc2ccccc2c1=O)Nc1ccc(S(=O)(=O)N2CCOCC2)cc1 | -2.5 | 0.8% | -0.1% | 2.5% | -0.7% | 3.6% | 15.8% | 5.0% | 11.5% | -2.2% | 9.2
CC(=O)Oc1ccc(C(=O)Nc2cc(C)on2)cc1 | 0.0 | ? | -0.3% | -2.2% | -24.8% | 8.1%[11.5 µM] | -13.5% | 1.2% | -5.5% | 1.2% | -6.3
COc1ccccc1CNC(=O)Cc1c[nH]c2ccccc12 | -11.8 | ? | -0.4% | -1.2% | 2.3% | -1.2% | 0.4% | 3.6% | -2.7% | -5.9% | -21.4
N#C/C(=C1/C(=O)Nc2ccc(Br)cc21)c1ccccn1 | -1.3 | -2.6% | -0.1% | -2.6% | -41.2% | 0.5% | 1.3% | -4.2% | -1.9% | -4.4% | 12.0
Cc1cccc(C2c3[nH]c4ccccc4c3CCN2Cc2cnn(-c3ccc(F)cc3)c2)n1 (centres undefined) | -5.8 | -8.9% | 0.4% | 0.8% | 11.4% | 3.0% | 11.4% | -7.6% | 3.2% | 1.0% | -11.7
CCOC(=O)C1C(=O)C=C(c2ccc(Br)cc2)CC1c1ccco1 (centres undefined) | 3.5 | 10.2% | -0.8% | 0.7% | 1.3% | 0.2% | -26.4% | 1.3% | 4.4% | -0.6% | -7.8
COc1ccc(/C=C/C(=O)c2ccccc2)cc1COc1ccc(F)cc1 | 0.5 | 14.4% | 0.3% | nt | -32.3% | -3.6% | 33.2%[activator] | 7.9% | 1.1% | -4.5% | 1.4
NC(=O)CSc1nc2ccccc2n1-c1ccccc1 | -0.7 | 13.0% | -0.4% | 2.8% | -12.4% | 6.3% | ? | 2.5% | -2.1% | -4.8% | 11.5
Clc1ccc(C(c2ccccc2Cl)C(Cl)Cl)cc1 (centres undefined) | -2.0 | ? | -0.2% | nt | nt | nt | -11.2%&8.6%&13.0% | -11.5% | -15.1% | 0.7% | 30.1[activator]
CN1C(=O)CC(n2c(CO)nc3ccccc32)C1=O (centres undefined) | 3.6 | -1.2% | 0.0% | -0.2% | 16.9% | -1.4% | 0.8% | 3.3% | 0.1% | -3.1% | 4.2
CCn1cc(CNC(=O)/C=C/c2ccc([N+](=O)[O-])cc2)c(C)n1 | -1.2 | 4.1% | -0.2% | 0.7% | -12.8% | 0.1% | nt | -1.9% | -0.7% | -4.2% | 1.5
CCC(=O)N1c2ccc(S(=O)(=O)CCC(=O)NCCC3=CCCCC3)cc2CC1C (centres undefined) | 0.7 | -7.6% | -0.6% | -1.2% | -17.3% | 4.8% | -8.9% | 2.2% | -1.4% | -4.4% | -14.3
CC(=O)c1ccc(N2CCN(C(=O)c3ccc(Cl)c(S(=O)(=O)NC4CC4)c3)CC2)c(F)c1 | nt | 0.5% | 0.4% | nt | -1.3% | nt | nt | nt | -4.0% | -6.4% | -15.2
COc1ccccc1/C=C/C(=O)Nc1nc(N)n(-c2ccccc2)n1 | 1.4 | ? | -0.5% | 9.7% | 12.7% | 6.6% | nt | -2.5% | 1.7% | -6.6% | -23.4
CC1=NN(c2ccc(Cl)c(C(=O)O)c2)C(=O)C1 | 5.3 | ? | -0.4% | 0.0% | ? | 2.5% | 1.5% | 3.1% | -0.2% | -3.5% | 5.6
NC(=O)c1ccc(NC(=S)NCc2ccco2)cc1 | 2.1 | 2.0% | 0.2% | 6.6% | -21.3% | 6.5% | 0.4% | 1.1% | -3.9% | -2.4% | 10.5
COc1cccc(S(=O)(=O)NCc2ccc(C(=O)N3CCN(c4ccccc4OC)CC3)cc2)c1 | 0.1 | -0.6% | -1.1% | -1.3% | nt | 5.1% | -19.3% | nt | -10.1% | nt | nt
CCCNC(=O)c1onc(CSc2ccc(F)cc2)c1C(=O)NCCOC | nt | 0.7% | 11.8% | nt | 9.7% | nt | nt | 1.4% | 0.0% | -3.4% | 5.9
